Source: PubChem (several laboratories)
NPY-Y1 PAM-ag = NPY-Y1 receptor potentiators or agonists, primary screen, cell-based. Neuropeptide Y receptor type 1 (Homo sapiens), P25929. NPY-Y1 expressing cells, potentiator/agonist activation. activation, % at 3.6 µM. hit rate 0.37% among 220,000; in the data active means activation above about 33%, passing the limit was not always enough;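 further: cells stimulated with NPY at EC10 then isoproterenol at EC100; 0% = low agonist plus stimulus and 100% = saturating agonist plus stimulus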
Target sequence (P25929 whole entry, looked up): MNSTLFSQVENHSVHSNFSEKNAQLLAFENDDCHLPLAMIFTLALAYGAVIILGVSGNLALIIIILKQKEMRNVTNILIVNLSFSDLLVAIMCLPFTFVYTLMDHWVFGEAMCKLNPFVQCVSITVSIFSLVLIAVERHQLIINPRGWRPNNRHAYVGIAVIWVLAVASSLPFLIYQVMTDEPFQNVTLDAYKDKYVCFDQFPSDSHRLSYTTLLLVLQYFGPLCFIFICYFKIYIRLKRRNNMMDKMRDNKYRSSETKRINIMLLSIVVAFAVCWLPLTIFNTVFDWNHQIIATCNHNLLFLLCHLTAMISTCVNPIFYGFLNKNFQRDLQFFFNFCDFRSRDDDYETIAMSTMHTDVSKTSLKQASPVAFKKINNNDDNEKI
CHOP inhibitor = inhibitors of CHOP promoter induction, primary screen, cell-based, unfolded protein response, luciferase reporter; AID 2732, 2010; hit rate 3.8% among 220,000; inhibition, % at 10 µM; CHO-K1 CHOP-promoter luciferase, tunicamycin-induced, 15-18 h;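 active means compounds that reduced the stress-induced luciferase reporter signal by more than about 70% of percent inhibition, limit read from the data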;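 further: 0% = tunicamycin plus vehicle and 100% = wells without tunicamycin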
S1P4 ag = S1P4 receptor agonists, primary screen, cell-based. Sphingosine 1-phosphate receptor 4 (Homo sapiens), O95977. S1P4-expressing cell line, agonist reporter assay. activation, % at 4.98 µM. hit rate 0.35% among 220,000. AID 1509, 2009; in the data active means activation above about 11%;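 further: 0% = DMSO vehicle and 100% = reference agonist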
NPY-Y2 PAM-ag = NPY-Y2 potentiators or agonists, primary screen, cell-based. Neuropeptide Y receptor type 2 (Homo sapiens), P49146. cells expressing NPY-Y2, potentiator/agonist read-out. activation, % at 3.6 µM. hit rate 0.45% among 220,000. AID 1359, 2008; in the data active means activation above about 27%;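 further: cells stimulated with NPY near EC25 plus isoproterenol at EC100; 0% = vehicle plus submaximal agonist and 100% = vehicle plus saturating agonist; some results beyond the cut were filed as inactive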
NPY-Y1 antag = NPY-Y1 receptor antagonists, primary screen, cell-based | AID 1040, 2008 | HEK293-CNG Y1 cells, membrane potential fluorescence; NPY at EC95, then isoproterenol | inhibition, % at 3.6 µM | hit rate 1% among 200,000;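 active means inhibition above the campaign mean inhibition of all tested compounds plus 3 SD, cut at about 20% in these data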;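 further: 0% = DMSO wells given NPY plus isoproterenol and 100% = isoproterenol alone without NPY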
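Test system – HEK293 Y1/CNG channel cell line · Also added – NPY agonist 25 nM, then isoproterenol 1 µM plus Ro 20-1724 25 µM · Compound dosing – one concentration, 3.6 µM, in 0.4% DMSO · Schedule – compound incubation 1 h at room temperature, readout 45 min post-stimulation · Technique – fluorescence, membrane potential probe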
BaF3 tox = parental Ba/F3 cell viability inhibition, counter-screen for JAK2V617F inhibitor project, murine pro-B, CellTiter-Glo luminescence | hit rate 1.1% among 220,000 | CellTiter-Glo ATP luminescence | inhibition, % at 5.6 µM | AID 1486, 2009;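 active means inhibition above a per-campaign cutoff, the mean inhibition of all tested compounds plus 3 SD, cut at about 27% in these data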;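 further: 0% = DMSO wells and 100% = JAK Inhibitor I control wells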
S1P4 antagonist = S1P4 receptor antagonists, primary screen, cell-based | hit rate 0.26% among 220,000 | Sphingosine 1-phosphate receptor 4 (Homo sapiens), O95977 | S1P4-expressing cells, antagonist mode, reporter read-out | inhibition, % at 4.98 µM; in the data active means inhibition above about 29%;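 further: 0% = wells stimulated with agonist and 100% = vehicle wells without agonist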
p47phox inh = p47phox/p22phox peptide binding inhibitors, primary screen, biochemical, uHTS, NADPH oxidase regulatory subunit; hit rate 0.53% among 220,000; inhibition, % at 24.7 µM; AID 1274, 2008; fluorescence polarization, 2 h;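 active means inhibition above about 30%, limit read from the data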;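 further: 0% = p47phox with labelled peptide and 100% = labelled peptide alone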
Target sequence (P14598 whole entry, looked up): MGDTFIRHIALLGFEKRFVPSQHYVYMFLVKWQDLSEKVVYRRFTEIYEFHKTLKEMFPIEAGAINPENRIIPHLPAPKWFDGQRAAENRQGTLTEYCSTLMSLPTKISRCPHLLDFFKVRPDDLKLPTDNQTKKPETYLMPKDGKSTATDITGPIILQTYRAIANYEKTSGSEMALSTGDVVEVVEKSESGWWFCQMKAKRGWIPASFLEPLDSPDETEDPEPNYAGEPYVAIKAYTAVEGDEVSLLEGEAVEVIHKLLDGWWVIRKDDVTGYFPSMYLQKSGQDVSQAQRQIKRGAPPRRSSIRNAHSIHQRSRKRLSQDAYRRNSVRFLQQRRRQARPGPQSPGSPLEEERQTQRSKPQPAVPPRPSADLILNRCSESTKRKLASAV
Ba/F3 V617F tox = reduced viability of JAK2V617F-dependent Ba/F3 cells, primary screen, JAK2V617F inhibitor project, cell-based, Ba/F3 EpoR-JAK2V617F, luminescence; inhibition, % at 5.6 µM; ATP luminescence; hit rate 1.1% among 220,000;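 active means inhibition above the campaign mean plus 3 SD over all tested compounds, cut at about 24% in these data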;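 further: cytokine-independent growth of Ba/F3 cells driven by EpoR plus mutant JAK2; 0% = DMSO-treated cells and 100% = JAK inhibitor I control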
Active calls of the source: *; · = no result given.

canonical_smiles	NPY-Y1 PAM-ag	CHOP inhibitor	S1P4 ag	NPY-Y2 PAM-ag	NPY-Y1 antag	BaF3 tox	S1P4 antagonist	p47phox inh	Ba/F3 V617F tox
Cc1ccc(NC(=O)CNC2CCS(=O)(=O)C2)cc1C (stereo not given)	4	-8	-0.6	13	3	0	-3	4	-1
COc1c(Cl)cc(Cl)cc1/C=N/n1cnnc1	15	17	-1.2	-2	3	-2	-16	-14	-4
CN1CCN(CCOc2ccc(Cl)c(Cl)c2)CC1	-4	12	-0.2	-2	12	1	1	-7	3
C=CCSC1=C(C#N)C(c2cccc(OC)c2)CC(=O)N1 (stereo not given)	3	36	1.7	-1	-4	3	-2	2	3
CCNC(=S)N/N=C(\C)c1ccc2ccccc2c1OC(F)F	-23	-16	-1.2	0	10	2	3	-6	-3
Cc1cc(C)n2c(SCc3c(C)noc3C)nnc2n1	-18	5	0.0	-10	2	4	-8	-1	0
O=C(CNc1ccccc1C(=O)O)c1ccccc1	17	-10	0.1	14	·	-3	2	-8	-5
N#Cc1ccccc1NC(=O)CSc1nccn1CCc1ccccc1	-7	0	-1.8	-3	-3	5	-20	-4	0
Cc1ccc(S(=O)(=O)N(C)C)cc1NC(=O)c1cncc(Br)c1	-19	-17	1.9	-7	4	-1	-1	-28	1
CCCCOC(=O)/C=C/c1ccc(OC(=O)OC)c(OC(=O)OC)c1	14	-20	0.8	5	3	1	-22	-27	-4
O=C1CSC(c2ccc(Cl)cc2)N1 (stereo not given)	-11	4	-0.9	1	2	8	-9	0	2
CN(C)c1ccc(C(=O)OCC(=O)NCCC2=CCCCC2)cc1	-6	0	1.0	-21	5	7	-10	0	0
Cc1ccc(-n2c(Cn3ncc4ccccc4c3=O)n[nH]c2=S)cc1	-16	-22	-2.0	-12	2	3	1	3	4
CC(C)NC(=O)c1ccccc1NC(=O)C1COc2ccccc2O1 (stereo not given)	-22	16	-0.3	5	6	1	-8	-4	-5
NNC(=O)CSCc1nc(-c2ccc(Cl)cc2)cs1	-6	19	0.9	-7	·	3	1	-3	-1
O=C(CCC(=O)N1CCN(C(=O)c2ccco2)CC1)c1ccc(F)cc1	-2	10	2.1	-1	-3	8	-19	3	2
Cc1cc(C)c(OCCOCCN2CCNCC2)c(C)c1	2	42	0.9	5	1	5	-3	4	1
COC(=O)c1cc(OC)c(OC)cc1NC(=O)CSc1ccc(C)cc1	-8	34	-2.2	6	0	1	-13	-16	-4
Cc1ccc(S(=O)(=O)CCC(=O)Nc2cccc(C)c2)cc1	7	-13	0.8	9	-7	3	-6	-3	-3
CC1CCCCN1C(=O)CSc1nc2ccccc2n1CC(=O)N1CCc2ccccc21 (stereo not given)	-2	37	1.3	12	5	7	-7	0	-2
Cc1noc(C)c1S(=O)(=O)Nc1ccc(C(=O)N2CCc3ccccc3C2)cc1	-7	36	1.6	11	9	-3	-6	9	-2
CCOc1ccc(NC(=O)CNC(=O)c2ccc(OC)cc2)cc1	2	9	-0.7	1	1	11	-16	-4	2
O/N=C/c1cccn1-c1ccc(O)cc1	3	38	0.8	-7	3	6	-10	-6	0
Cc1cnc(C(=O)OCc2ccc(COC(=O)c3cnc(C)cn3)cc2)cn1	-3	2	-0.2	-4	-3	2	-22	-4	3
Cc1cccc(NC(=O)c2sc(C)nc2C)c1	-19	-20	-1.3	11	1	1	-2	-8	2
O=C(COc1ccc(OCc2ccccc2)cc1)NN=C1CCCC1	-18	33	-0.1	-2	1	1	1	-5	3
O=C(COc1ccccc1[N+](=O)[O-])NCCC1=CCCCC1	2	7	0.2	-8	3	2	-6	0	3
CCOC(=O)c1oc2ccccc2c1CSc1nnnn1-c1ccc(OC)cc1	-3	15	-3.4	-17	7	5	-6	-14	-2
CC(C)(C)C1=NN(C(=O)c2ccccc2)C(O)(C(C)(C)C)C1 (stereo not given)	-1	59	0.8	3	7	0	1	-1	-1
COC(=O)c1ccc(OC(C)C(=O)c2ccc(C)cc2)cc1 (stereo not given)	17	29	2.2	-7	8	6	-6	-6	0
O=C1CCc2cc(S(=O)(=O)N3CCC(C(=O)Nc4nccs4)CC3)ccc2N1	-8	-27	-3.5	9	-5	3	2	-2	-3
COC(=O)CN1C(=O)C(O)(CC(=O)c2ccc(Cl)cc2)c2ccccc21 (stereo not given)	18	2	0.7	-5	6	6	1	-4	1
CC(C)(C)NC(=O)CN(Cc1cccnc1)C(=O)c1csnn1	-6	-2	1.1	3	3	0	1	-4	-4
CCC1CCCCN1C(=O)c1noc(C(C)C)c1[N+](=O)[O-] (stereo not given)	-17	17	-0.3	1	-2	8	-5	-362	-1
Cc1cccc(NC(=O)COc2cccc3c2CCN(Cc2ccccc2)C3=O)c1C	5	24	0.5	-3	8	0	3	-9	-6
CCOc1ccccc1NC(=O)c1ccc(OCC)c([N+](=O)[O-])c1	-14	18	0.7	14	4	0	-3	-6	-4
CCc1onc(C)c1C(=O)Nc1cc(C)ccc1OC	-5	4	0.1	-5	1	4	-5	-7	-2
CCCN(CCC)c1cc(Cl)nc(N)n1	9	-5	2.8	6	2	2	-17	6	-2
CC12CCC(C(=O)NCc3ccc(Cl)cc3)(OC1=O)C2(C)C (stereo not given)	15	37	-0.4	-6	6	1	-5	-5	-1
Cc1ccccc1N1CCN(C(=O)c2ccccc2NC(=O)/C=C\C(=O)O)CC1	-10	-9	-2.2	-15	1	-1	-3	-11	-3
N/C(=N\c1nc2ccccc2o1)NC(=O)c1cccc(Cl)c1	-16	37	0.9	-10	·	-2	-1	-25	-2
COc1cccc(CNC(=O)CSCc2cnn(-c3ccccc3)c2-n2cccc2)c1OC	3	34	1.9	-14	2	3	-3	-3	0
COc1ccc(S(=O)(=O)N2CCCC2C(=O)Nc2ccc(O)cc2)cc1 (stereo not given)	-11	-1	0.4	1	-1	4	-3	-21	0
CCOC(=O)CCCCC(=O)c1[nH]c(=O)[nH]c1CSc1nc2ccccc2[nH]1	-4	-15	3.4	-5	-3	4	-21	-2	0
Cc1nn(CCc2n[nH]c(=S)n2C)c(C)c1Br	35	36	3.8	16	8	4	8	1	-1
CC1(C)Cc2nc(-c3ccccc3)nc(SCC(O)CO)c2CO1 (stereo not given)	-7	-1	0.5	10	·	61*	5	1	1
Cc1ccc(-n2c(-c3nn(C)c(C)c3Cl)n[nH]c2=S)cc1	14	12	-1.0	10	7	7	-16	-7	-1
COc1ccc(N(CC(=O)NCc2ccco2)S(=O)(=O)c2ccccc2)cc1	12	-25	0.2	7	2	0	-2	-1	-3
CCn1c(COc2ccccc2)nnc1SCC(=O)CC(=O)Nc1ccccc1OC	-30	10	-2.0	2	3	3	5	-21	-1
COc1ccc(S(=O)(=O)N2CCN(S(=O)(=O)c3ccc4c(c3)OCCO4)CC2)cc1C	11	18	2.5	3	-8	7	-1	-5	1
COc1ccc(C(=O)NCCCCCC(=O)O)cc1OC	-23	22	-0.8	-2	6	1	8	-10	-2

A different layout for 12 compounds above:
Each structure is followed by: NPY-Y1 PAM-ag | CHOP inhibitor | S1P4 ag | NPY-Y2 PAM-ag | NPY-Y1 antag | BaF3 tox | S1P4 antagonist | p47phox inh | Ba/F3 V617F tox
> Cc1ccccc1N1CCN(C(=O)c2ccccc2NC(=O)/C=C\C(=O)O)CC1
  -10 | -9 | -2.2 | -15 | 1 | -1 | -3 | -11 | -3
> N/C(=N\c1nc2ccccc2o1)NC(=O)c1cccc(Cl)c1
  -16 | 37 | 0.9 | -10 | · | -2 | -1 | -25 | -2
> COc1cccc(CNC(=O)CSCc2cnn(-c3ccccc3)c2-n2cccc2)c1OC
  3 | 34 | 1.9 | -14 | 2 | 3 | -3 | -3 | 0
> COc1ccc(S(=O)(=O)N2CCCC2C(=O)Nc2ccc(O)cc2)cc1 (stereo not given)
  -11 | -1 | 0.4 | 1 | -1 | 4 | -3 | -21 | 0
> CCOC(=O)CCCCC(=O)c1[nH]c(=O)[nH]c1CSc1nc2ccccc2[nH]1
  -4 | -15 | 3.4 | -5 | -3 | 4 | -21 | -2 | 0
> Cc1nn(CCc2n[nH]c(=S)n2C)c(C)c1Br
  35 | 36 | 3.8 | 16 | 8 | 4 | 8 | 1 | -1
> CC1(C)Cc2nc(-c3ccccc3)nc(SCC(O)CO)c2CO1 (stereo not given)
  -7 | -1 | 0.5 | 10 | · | 61* | 5 | 1 | 1
> Cc1ccc(-n2c(-c3nn(C)c(C)c3Cl)n[nH]c2=S)cc1
  14 | 12 | -1.0 | 10 | 7 | 7 | -16 | -7 | -1
> COc1ccc(N(CC(=O)NCc2ccco2)S(=O)(=O)c2ccccc2)cc1
  12 | -25 | 0.2 | 7 | 2 | 0 | -2 | -1 | -3
> CCn1c(COc2ccccc2)nnc1SCC(=O)CC(=O)Nc1ccccc1OC
  -30 | 10 | -2.0 | 2 | 3 | 3 | 5 | -21 | -1
> COc1ccc(S(=O)(=O)N2CCN(S(=O)(=O)c3ccc4c(c3)OCCO4)CC2)cc1C
  11 | 18 | 2.5 | 3 | -8 | 7 | -1 | -5 | 1
> COc1ccc(C(=O)NCCCCCC(=O)O)cc1OC
  -23 | 22 | -0.8 | -2 | 6 | 1 | 8 | -10 | -2
